CHRM1 PAM = potentiates human M1 receptor response to acetylcholine; 360,000 compounds, 0.088% hits; CHO-K1 hM1, Fluo-8 calcium fluorescence, ACh EC20; 0% = ACh EC20, 100% = maximal ACh; activation, % at 3 µM; in the data active = activation above about 19%, passing the limit was not always enough
Target sequence (P11229 whole entry, looked up): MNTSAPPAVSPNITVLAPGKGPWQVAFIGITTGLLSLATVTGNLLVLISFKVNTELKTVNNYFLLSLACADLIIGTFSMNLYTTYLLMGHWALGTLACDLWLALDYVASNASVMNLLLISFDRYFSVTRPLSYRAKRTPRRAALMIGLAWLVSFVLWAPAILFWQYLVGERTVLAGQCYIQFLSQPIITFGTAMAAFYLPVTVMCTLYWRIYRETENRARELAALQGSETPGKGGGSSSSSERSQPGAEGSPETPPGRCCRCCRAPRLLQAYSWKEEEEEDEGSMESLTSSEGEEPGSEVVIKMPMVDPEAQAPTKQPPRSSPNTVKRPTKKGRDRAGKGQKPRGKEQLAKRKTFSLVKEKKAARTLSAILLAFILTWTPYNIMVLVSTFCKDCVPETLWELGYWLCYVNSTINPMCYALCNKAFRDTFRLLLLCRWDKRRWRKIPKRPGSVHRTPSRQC
M4 ag = CHRM4 agonism in calcium assay; P08173; CHO-K1 hM4/Gqi5, Fluo-8 calcium fluorescence; vehicle 0%, full acetylcholine response 100%; activation, % at 3 µM; 360,000 compounds, 0.14% hits; AID 624127;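 active = activation above the run mean over all test wells plus 3 SD, cut at about 32% in these data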;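 also: peak over basal fluorescence ratio per well then scaled between controls; 0% = DMSO wells and 100% = acetylcholine at EC100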
Target sequence (P08173 whole entry, looked up): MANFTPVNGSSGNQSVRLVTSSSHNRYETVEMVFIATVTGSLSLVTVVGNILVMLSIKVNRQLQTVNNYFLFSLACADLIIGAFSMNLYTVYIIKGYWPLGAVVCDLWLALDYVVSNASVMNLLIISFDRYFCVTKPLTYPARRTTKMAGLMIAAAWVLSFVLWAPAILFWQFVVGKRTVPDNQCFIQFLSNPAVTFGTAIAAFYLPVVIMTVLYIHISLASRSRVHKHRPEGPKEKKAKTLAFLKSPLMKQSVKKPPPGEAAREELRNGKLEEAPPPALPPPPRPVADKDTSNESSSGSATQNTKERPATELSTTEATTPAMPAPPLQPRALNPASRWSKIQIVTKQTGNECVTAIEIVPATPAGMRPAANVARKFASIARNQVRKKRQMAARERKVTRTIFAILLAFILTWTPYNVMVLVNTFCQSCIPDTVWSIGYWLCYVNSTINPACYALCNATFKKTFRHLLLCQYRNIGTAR
CHO-K1 Ca antag = nonselective inhibitor or artifact in parental CHO-K1 cells | 360,000 compounds, 0.6% hits | ATP-induced calcium, Fluo-8 fluorescence | inhibition, % at 3 µM;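 active = inhibition above a per-plate cutoff, the plate's mean sample inhibition plus 3 SD, cut at about 24% in these data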;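 also: 0% = DMSO plus EC80 ATP and 100% = DMSO alone without ATP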
CHRM1 antagonist = blocks human M1 muscarinic receptor. P11229. CHO-K1 hM1, Fluo-8 calcium fluorescence, ACh EC80 antagonist. inhibition, % at 3 µM. 360,000 compounds, 1.3% hits. AID 588852;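 active = percent inhibition above its own plate's cutoff, namely the mean of that plate's compound wells plus 3 SD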;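 also: peak over basal fluorescence ratio during 140 s after agonist addition; 0% = ACh EC80 plus DMSO and 100% = DMSO alone without agonist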
OXTR potentiator = potentiates the human oxytocin receptor response; P30559; CHO-OTR cells, Fluo-8 calcium fluorescence, potentiator mode; 0% = oxytocin EC15, 100% = EC100; AID 2445; activation, % at 3 µM; 320,000 compounds, 0.061% hits;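 active = activation above that plate's cutoff, the mean activation of tested compounds plus 3 SD, cut at about 6.6% in these data, passing the limit was not always enough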;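 also: 100% uses oxytocin at 75 nM as the full agonist control; some results filed as inactive read as strong as hits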
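Dosing: Single dose, 3.0 µM nominal final compound concentration | Material: Human OTR in CHO cells | Technique: Kinetic Fluo-8 calcium fluorescence | Benchmarks: EC15 oxytocin alone as 0%, 75 nM oxytocin as 100% | Probe or stimulus: Oxytocin at about EC15, sub-maximal agonist stimulus | Incubation: Compound 6 min at room temperature before oxytocin, 100 s read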
CHRM1 agonist = agonists of human M1 muscarinic receptor; P11229; CHO-K1 hM1, Fluo-8 calcium fluorescence, agonist mode; 0% DMSO, 100% acetylcholine EC100; activation, % at 3 µM; 360,000 compounds, 0.33% hits; AID 588814;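 active = activation above the run's mean compound activation plus 3 SD, cut at about 16% in these data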;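 also: peak over basal fluorescence ratio within a 140 s kinetic read after compound addition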
CHO parental Ca = counter-screen for OX1R antagonists: effect in parental CHO cells; AID 463079; 330,000 compounds, 0.63% hits; parental CHO-K1, ATP-induced calcium, Fluo-8 fluorescence; inhibition, % at 5.6 µM;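 active = inhibition above that plate's mean sample inhibition plus 3 SD, cut at about 26% in these data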;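 also: 0% = ATP-challenged DMSO wells and 100% = DMSO wells without ATP; some compounds past the cut are filed as inactive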
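Measured by: calcium-sensitive Fluo-8 fluorescence / Test system: CHO parental line / Controls: ATP-challenged DMSO wells low, unchallenged DMSO wells high / Measure: % inhibition / Compound: single nominal dose of 5.6 µM per compound / Replicates: single well per compound, no replicates / Reagent: ATP as calcium-mobilizing challenge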
M1 ag parental = M1 agonist counterscreen hit in parental CHO-K1 cells; Fluo-8 calcium fluorescence; scaled to maximal ATP response, vehicle zero; activation, % at 3 µM; 360,000 compounds, 0.48% hits; AID 602248; in the data active = activation above about 15%;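 also: untransfected CHO-K1 host cells lacking M1 receptor as counterscreen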
CHRM4 antagonist = antagonists of human muscarinic M4 receptor (CHRM4); P08173; CHO-hM4 cells, ACh EC80, Fluo-8 calcium fluorescence; inhibition, % at 3 µM; 360,000 compounds, 0.73% hits; AID 624125;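 active = inhibition above its plate's cutoff, the mean inhibition of sample wells plus 3 SD, cut at about 27% in these data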;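 also: 0% = acetylcholine EC80 with DMSO and 100% = DMSO without agonist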
Starred values were filed as active, the others as inactive; nt = no result given. Rows are unselected, and some 2.9% of all compounds hit somewhere here.

nr	structure	CHRM1 PAM	M4 ag	CHO-K1 Ca antag	CHRM1 antagonist	OXTR potentiator	CHRM1 agonist	CHO parental Ca	M1 ag parental	CHRM4 antagonist
1	COc1ccc(/C=N/NC(=O)c2ccncc2)cc1[N+](=O)[O-]	-7.8	-0.2	14.3	6.7	-8.3	-5.2	5.3	0.2	7.2
2	COc1ccc(N(C(=O)C(C)C)S(=O)(=O)c2ccc3c(c2)n(C)c(=O)n3C)cc1	5.3	0.2	6.7	-9.2	-11.4	-3.4	-17.9	1.2	11.9
3	CCc1ccc(-c2nc(CN3CCC(C(=O)N4CCN(c5ccccn5)CC4)CC3)c(C)o2)cc1	-15.7	6.8	9.2	24.2	-10.5	-5.1	-15.8	1.2	-0.8
4	Cc1cc(O)c2c(C)c(CC(=O)N3CCN(C(=O)C4COc5ccccc5O4)CC3)c(=O)oc2c1 (stereo not given)	8.3	11.5	-2.4	-4.1	-1.7	1.5	-8.9	1.1	2.2
5	O=C(CN1CCN(S(=O)(=O)c2ccc(Cl)cc2)CC1)Nc1ccc2c(c1)OCO2	1.0	10.4	17.3	-2.6	-19.6	-2.4	-1.9	0.5	2.7
6	COc1ccc(N=Cc2oc3ccc4ccccc4c3c2O)cc1	-2.9	5.3	8.9	15.9	-24.1	10.6	14.2	24.4*	0.3
7	COc1ccc(OC)c(-c2nn(-c3ccccc3)cc2C(=O)N2CCc3ccccc3C2)c1	0.9	6.1	-27.5	2.0	-1.1	-1.8	-29.3	0.7	-6.1
8	CCOc1ccc(NC(=O)C23CC4CC(C2)CC(c2ccccc2)(C4)C3)cc1	0.5	-1.5	-2.0	-7.9	-6.0	-3.3	5.8	0.3	-3.4
9	COc1ccccc1NC(=O)C1CCCN(c2ncnc3c2nc2n3CCCCC2)C1 (stereo not given)	3.5	5.6	-7.0	-3.5	-20.6	-2.0	-13.8	4.1	-2.0
10	OC(c1cc(-c2ccc(C(F)(F)F)cc2)nc(C(F)(F)F)c1)C1CCCCN1 (stereo not given)	14.7	31.4	14.1	5.8	-12.8	16.3*	8.5	17.6*	17.8
11	Cn1c(O)c(N=NC(=O)c2ccco2)c2ccccc21	15.6	3.9	14.8	-7.0	-11.3	-0.4	-28.0	0.7	-4.9
12	CSc1ccc(C(=O)C2CCCN(C(=O)c3ccc(C)nc3)C2)cc1 (stereo not given)	-2.1	3.7	-7.0	14.7	-6.5	-1.9	-8.8	2.3	-8.3
13	O=C(/C=C/c1ccccc1[N+](=O)[O-])Nc1cccc(S(=O)(=O)NC2=NCCCCC2)c1	12.4	12.4	1.7	-9.5	-10.3	-1.2	-14.0	0.8	-8.7
14	O=C(CN(CCc1ccccc1)Cc1ccccc1)Oc1ccccc1P(=O)(O)O	11.5	-0.3	9.0	-7.0	-0.1	-9.0	-1.9	-0.6	-4.6
15	CCn1ncc(CN2CCN(C(=O)Nc3ccccc3C(=O)OC)CC2)c1C	2.1	0.9	-3.0	-5.8	-15.3	-3.8	-9.2	0.3	8.7
16	CCOc1ccc(S(=O)(=O)NCCCN2CCOCC2)c2ccccc12	12.1	2.1	-5.1	-18.8	-4.9	-4.3	-20.3	0.8	0.1
17	Cc1ccc(N=C/C(C(=O)C(F)(F)F)=C(\O)c2ccco2)cc1Cl	2.9	4.0	4.2	1.9	-2.1	-8.8	2.0	0.8	3.7
18	O=C(CN1CCN(C(c2ccccc2)c2ccccc2)CC1)Nc1ccc(N2CCOCC2)cc1	3.6	1.5	-18.0	-1.4	-7.2	-2.2	-6.9	0.8	5.2
19	Cc1cccc(C)c1NC(=O)NCc1ccco1	14.1	0.8	-10.4	-4.0	-8.2	-2.8	-9.2	0.1	-3.8
20	O=C(Nc1ccc(Cl)cn1)c1ccc(COc2ccccc2Br)o1	0.4	-0.6	-22.6	0.3	-11.3	-4.5	-18.8	1.4	-15.4
21	CN(CCO)c1ccc(-c2n[nH]c(=O)c3ccccc23)cc1[N+](=O)[O-]	2.5	4.6	2.0	-4.5	nt	0.0	nt	9.4	-8.3
22	CS(=O)(=O)N(CC(=O)Nc1ccccc1)c1cccc(Cl)c1Cl	7.0	5.3	3.4	2.3	-4.8	-3.4	-17.1	0.7	-1.5
23	O=C(CSc1ccc(-c2ccco2)nn1)NC1CCCCC1	6.5	2.0	-9.9	-5.1	2.8	-4.3	-2.9	1.3	0.9
24	NC(=O)NC(c1ccc(Cl)cc1)c1ccccc1Cl (stereo not given)	2.9	1.3	-6.5	-9.6	-7.7	-1.5	-9.1	2.6	-10.5
25	O=C(Nc1cccc(Cl)c1)c1cnc[nH]1	11.6	0.5	-3.2	-17.1	-4.0	-1.1	-7.2	0.3	-5.9
26	CCC(C)NC(=O)CSc1nc2ccccc2c(=O)n1-c1c(C)n(C)n(-c2ccccc2)c1=O (stereo not given)	4.8	1.1	0.3	-2.1	0.2	1.1	-12.5	10.2	-0.7
27	O=C(CCCn1c(=S)[nH]c2cc3c(cc2c1=O)OCO3)N1CCN(c2ccccc2)CC1	4.5	0.6	8.8	-8.0	-7.0	-3.9	-10.8	-0.1	-5.2
28	COc1ccc(C(=O)Nc2nncs2)cc1S(=O)(=O)N1CCOCC1	7.0	1.8	-20.1	-4.0	-7.5	-2.9	-10.1	-0.2	-1.5
29	CCN1CCN(CC(O)COCCOc2ccc(Br)cc2)CC1 (stereo not given)	11.9	1.9	-13.3	-10.4	3.4	-7.2	-3.3	1.5	-5.4
30	OC(c1cccc(Cl)c1)c1nc(-c2cc3ccccc3o2)cs1 (stereo not given)	-1.1	6.7	-3.5	-5.8	nt	0.0	nt	1.2	-11.4
31	CCC(CC)NC(=O)c1nn(Cc2ccccc2)c(=O)c2ccccc12	2.6	-1.4	-11.1	-8.6	0.4	-7.3	-23.8	-1.3	7.5
32	Cc1c(C(=O)Oc2ccc(-c3cnc4ccccc4n3)cc2)cccc1[N+](=O)[O-]	0.6	1.0	-2.8	-0.7	-4.9	-1.4	-10.1	0.1	-8.0
33	O=C(NCCCNC(=O)c1ccc(-c2cccc(Cl)c2)o1)c1cnccn1	10.8	6.0	-14.5	-6.7	3.1	-4.0	-11.7	2.1	-8.1
34	Cc1ccc(S(=O)(=O)N2CCC(C(=O)NCC3CCCO3)CC2)cc1 (stereo not given)	2.6	0.7	-1.4	-4.9	3.5	-3.2	-9.4	-0.2	3.3
35	CC(C)(C)c1ccc(C(=O)Nc2cccc(S(=O)(=O)NC3=NCCC3)c2)cc1	4.0	4.8	-14.0	1.0	1.0	-6.9	-29.4	2.4	3.5
36	O=C(CC1C(=O)NCCN1C(=S)Nc1ccccc1)Nc1ccc(F)cc1 (stereo not given)	6.3	0.1	-8.3	-0.3	-7.4	-1.3	-16.3	0.7	-1.2
37	CC(C)(C)c1nc(S(=O)(=O)c2ccc(Cl)cc2)c(N2CCOCC2)o1	3.9	0.3	-7.2	-0.3	-5.0	-1.2	-5.4	0.5	-4.3
38	CCN1CCN(C(=O)C2CCN(C(=O)c3cc4sccc4n3CC)CC2)CC1	3.1	1.2	0.3	-14.3	-8.4	-12.2	11.0	0.9	-8.1
39	O=C(Nc1ccc(Br)c(Br)c1)C1CCCO1 (stereo not given)	-9.1	-0.8	-12.3	13.7	2.1	-9.2	-1.6	-0.1	1.2
40	O=C(Nc1ccc(NC(=O)N2CCN(c3ccccc3O)CC2)cc1)N1CCN(c2ccccc2O)CC1	15.2	-0.7	-6.4	-3.2	-8.9	3.6	11.9	-0.3	15.1
41	CC(C)[C@H](NC(N)=O)C(=O)NCCc1ccc(Cl)cc1Cl	-5.0	1.3	11.1	13.2	-3.6	-4.4	-6.9	-0.5	-2.7
42	O=C(NCc1ccco1)c1cc(S(=O)(=O)N2CCOCC2)ccc1Br	-5.0	2.2	7.7	20.9	-0.2	-3.0	-6.0	0.2	3.7
43	CC(=O)C[C@@H](O)CC(=O)[C@H]1OC(=O)CC/C=C\Cc2ccccc21	4.3	0.5	-8.9	2.0	-2.7	-4.0	-15.0	0.4	5.2
44	COc1ccccc1C(=O)C1CCCN(C(=O)CCc2ccccn2)C1 (stereo not given)	-0.8	1.2	6.7	4.4	-3.4	-8.3	-3.2	0.0	5.0
45	COC(=O)C(CC(=O)c1cccc(OC)c1)c1ccc(F)cc1 (stereo not given)	11.8	-1.5	-4.5	-9.1	-5.2	-15.1	-17.4	0.5	-6.5
46	COc1ccc2c(c1OC)C(=O)N1N=C(c3ccc(Br)cc3)CC21 (stereo not given)	-0.9	0.6	0.3	3.7	-9.8	-7.4	-18.0	3.7	0.1
47	C=CCNC(=O)c1ccc(Cn2cc(C(F)(F)F)ccc2=O)cc1	15.7	2.5	-6.7	-18.2	-6.2	-6.4	-12.1	2.5	-6.2
48	O=C(c1cc([N+](=O)[O-])ccc1Cl)N1CCN(Cc2ccc3c(c2)OCO3)CC1	-2.9	0.8	11.6	1.3	-5.7	-7.7	-9.3	-0.1	4.8
49	CN1CCCC(OC(=O)c2cccc(S(=O)(=O)N3CCCCCC3)c2)C1 (stereo not given)	-11.5	2.2	-5.2	10.3	-3.2	-6.6	-15.9	-0.1	-2.8
50	CCOc1ncccc1C(=O)Nc1cc(S(=O)(=O)N2CCCCCC2)ccc1OC	0.6	1.6	3.1	-1.7	nt	-3.0	nt	-0.2	1.9
51	COc1ccc(CNCC(O)COCc2cccs2)cc1 (stereo not given)	2.8	0.8	5.2	1.7	0.0	-3.8	-18.0	1.4	-7.5
52	CCN(CC)CCn1c2c(c(SCC(=O)Nc3ccc(C)c(F)c3)nc1=O)CCC2	-1.6	1.0	-3.6	-11.2	0.2	-6.2	-25.4	-0.5	-1.0
53	CCCOc1c(Br)cc(C2C3=C(CCCC3=O)N(C)C3=C2C(=O)CCC3)cc1OC	10.0	0.3	6.6	3.0	2.9	-4.6	-8.2	-0.4	1.6
54	Cc1cc(C)c2c(n1)sc1c(O)cc(=O)[nH]c12	15.2	0.8	-18.6	-12.5	-10.4	0.9	-6.1	0.3	-7.5
55	O=C(C1CCCCC1)N1C[C@H](n2cc(C3CC3)nn2)[C@@H](O)C[C@@H]1c1ccc(Cl)cc1	9.7	0.6	-13.4	-8.7	nt	0.0	nt	0.0	-18.2
56	COC(=O)C1=C(C)NC(=S)NC1c1ccc(-c2cc(Cl)ccc2Cl)o1 (stereo not given)	7.1	-0.3	3.1	-7.4	-3.1	-2.1	-0.9	-0.4	-1.1

Limited to CHRM1 antagonist, CHO parental Ca and M1 ag parental (2 entries from above):
item | SMILES | CHRM1 antagonist | CHO parental Ca | M1 ag parental
1 | COc1ccc(/C=N/NC(=O)c2ccncc2)cc1[N+](=O)[O-] | 6.7 | 5.3 | 0.2
2 | COc1ccc(N(C(=O)C(C)C)S(=O)(=O)c2ccc3c(c2)n(C)c(=O)n3C)cc1 | -9.2 | -17.9 | 1.2
